EBV LMP1 NFkB: reduces LMP1-driven NF-kappaB luciferase signal; LMP1-induced NF-kappaB luciferase reporter cells, luminescence; inhibition, % at 12.5 µM; 350,000 tested, 0.69% active; in the data active = inhibition above about 41%;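 also: 0% = neutral control wells and 100% = reference inhibitor control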
TWEAK-Fn14 inh: TWEAK-Fn14 signaling inhibition; TWEAK-stimulated Fn14 reporter cells, luciferase luminescence, 8 h; inhibition, % at 10 µM; 360,000 tested, 2% active; AID 1159606; in the data active = inhibition above about 50%
TLR9-MyD88 block: blocks human TLR9 binding to MyD88; AID 504734; inhibition, % at 4.98 µM; 340,000 tested, 0.21% active; CHO BLA complementation TLR9-MyD88, CCF4 FRET ratio; Q9NR96+Q99836;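 active = inhibition above the mean over all tested compounds plus 3 SD, cut at about 21% in these data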;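 also: 0% = DMSO only wells and 100% = clavulanate BLA inhibitor control wells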
TROY signal inh: TROY signaling inhibition; Q293 LMP1-TROYcd NF-kB luciferase reporter, 4 h; inhibition, % at 10 µM; 360,000 tested, 0.98% active; AID 1347056;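 active = compounds whose plate-normalised and pattern-corrected inhibition of the luciferase reporter signal at the single screening dose is 50% or more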
SRC3 inh: inhibitors of human steroid receptor coactivator 3 (SRC3); Q9Y6Q9; HEK293 GAL4-SRC3 luciferase reporter, luminescence; inhibition, % at 3.6 µM; 360,000 tested, 0.17% active;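 active = inhibition above a per-campaign cutoff, the mean of all compounds plus 3 SD, cut at about 60% in these data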;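 also: 0% = DMSO-treated cells and 100% = gossypol-treated cells at 36 µM; higher means less SRC3-driven luciferase light from the GAL4 reporter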
NR5A2 inv ag: suppresses constitutive activity of human LRH-1; HEK293T StAR-luciferase reporter, LRH-1 transfected, 24 h; inhibition, % at 3.6 µM; 360,000 tested, 0.13% active; AID 602396;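 active = inhibition above the mean inhibition of all tested compounds plus 3 SD, cut at about 73% in these data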;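 also: 0% = DMSO wells and 100% = reporter-only cells lacking LRH-1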
C8 TRAIL sens: sensitizes caspase-8 expressing cells to TRAIL. AID 624354. 360,000 tested, 1% active. NB7+C8 cells + TRAIL, ATPlite viability luminescence. inhibition (viability loss, TRAIL sensitization), % at 10 µM;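 active = compounds causing at least 50% loss of cell viability in the single-dose screen, relative to plate controls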
NCOA2 inhibitor: human SRC2 (NCOA2) inhibition; HEK293 GAL4-SRC2 luciferase reporter, luminescence; Q15596; 370,000 tested, 0.17% active; AID 651957; inhibition, % at 9 µM;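 active = inhibition above the mean inhibition of all tested compounds plus 3 SD, set per campaign, cut at about 52% in these data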;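 also: 0% = DMSO treated cells and 100% = cells given Gossypol at 36 µM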
SRC1 inh: inhibitors of human steroid receptor coactivator 1 (SRC1). AID 588354. Q15788. HEK293 GAL4-SRC1 luciferase reporter, luminescence. 360,000 tested, 0.12% active. inhibition, % at 3.6 µM;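 active = inhibition above the campaign mean plus 3 SD, with each screening campaign given its own cutoff, cut at about 60% in these data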;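 also: 0% = DMSO treated cells and 100% = gossypol at 36 µM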
COUP-TFII inh: blocks human COUP-TFII nuclear receptor. P24468. HEK293T NGFI-A luciferase reporter, luminescence. inhibition, % at 8.6 µM. 370,000 tested, 0.7% active;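 active = inhibition above a per-plate cutoff, mean inhibition of test wells between control levels plus 3 SD, cut at about 38% in these data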;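 also: cells cotransfected with COUP-TFII expression vector driving the NGFI-A reporter; 0% = median of COUP-TF2 test wells and 100% = reporter-only cells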
Target sequence (P24468 whole entry, looked up): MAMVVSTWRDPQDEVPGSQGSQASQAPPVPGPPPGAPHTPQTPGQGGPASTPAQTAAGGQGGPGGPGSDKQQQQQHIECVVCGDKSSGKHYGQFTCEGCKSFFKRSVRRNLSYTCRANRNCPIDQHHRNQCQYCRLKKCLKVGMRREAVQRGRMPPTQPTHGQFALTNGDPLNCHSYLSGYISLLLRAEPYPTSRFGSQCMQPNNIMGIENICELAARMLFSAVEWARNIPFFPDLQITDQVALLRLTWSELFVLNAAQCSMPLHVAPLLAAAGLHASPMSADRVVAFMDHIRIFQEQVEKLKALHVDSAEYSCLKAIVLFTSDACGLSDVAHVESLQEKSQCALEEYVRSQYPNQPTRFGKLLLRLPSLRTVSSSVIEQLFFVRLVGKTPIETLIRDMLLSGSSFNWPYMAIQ
NOD2 RIPK2 PPI: blocks binding of human NOD2 to RIPK2; O43353; CHO BLA complementation NOD2-RIPK2, CCF4 ratio; inhibition, % at 4.98 µM; 360,000 tested, 0.38% active; AID 624267; in the data active = inhibition above about 21%;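 also: 0% = vehicle only and 100% = reference blocker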
Target sequence (O43353 whole entry, looked up): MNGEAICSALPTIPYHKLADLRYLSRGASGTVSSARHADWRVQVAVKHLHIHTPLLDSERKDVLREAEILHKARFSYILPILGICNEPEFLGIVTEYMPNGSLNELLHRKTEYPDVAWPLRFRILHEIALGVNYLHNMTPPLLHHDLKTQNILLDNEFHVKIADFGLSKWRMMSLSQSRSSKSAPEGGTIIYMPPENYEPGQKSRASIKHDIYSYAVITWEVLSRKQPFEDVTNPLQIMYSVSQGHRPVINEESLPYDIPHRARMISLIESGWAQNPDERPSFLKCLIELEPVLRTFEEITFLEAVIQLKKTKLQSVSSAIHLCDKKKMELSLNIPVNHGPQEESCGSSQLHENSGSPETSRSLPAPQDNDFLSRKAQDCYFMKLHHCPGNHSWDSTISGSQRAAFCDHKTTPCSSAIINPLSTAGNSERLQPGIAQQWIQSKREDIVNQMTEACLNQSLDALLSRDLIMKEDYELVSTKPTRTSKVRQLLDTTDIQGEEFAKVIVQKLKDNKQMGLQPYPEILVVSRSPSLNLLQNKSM
The depositor's hits bear a star; . = not tested or not shown. This is a subset; rates above refer to the full screens.

cpd	SMILES	EBV LMP1 NFkB	TWEAK-Fn14 inh	TLR9-MyD88 block	TROY signal inh	SRC3 inh	NR5A2 inv ag	C8 TRAIL sens	NCOA2 inhibitor	SRC1 inh	COUP-TFII inh	NOD2 RIPK2 PPI
1	Nc1c(C(=O)OCC2CCCO2)c2nc3ccccc3nc2n1C1CCCC1 (stereo not drawn)	2	36	2	60*	10	8	9	8	-3	14	4
2	O=C(CN(c1cccc([N+](=O)[O-])c1)S(=O)(=O)c1ccccc1)N(Cc1ccccc1)Cc1ccccc1	-2	36	1	10	11	-7	6	11	3	9	-9
3	COc1ccc(Br)cc1CNc1ccc(S(N)(=O)=O)cc1	-2	-5	0	-4	3	10	-5	-16	-3	0	-5
4	O=[N+]([O-])c1ccc(N2CCN(c3ccccc3)CC2)nc1	-10	-42	-6	-25	-21	2	-13	-7	-9	0	4
5	O=C(CSc1nc2ccccc2c(=O)n1CCCC(=O)N1CCCC1)NCc1ccco1	1	2	8	18	-46	14	-7	-17	18	4	-1
6	CCC(=O)N1CCC(C)(C(=O)Nc2ccc3c(c2)OCO3)C1 (stereo not drawn)	.	2	.	10	-9	22	-5	5	-6	7	0
7	COc1ccc(CCNC(=O)Cc2nn(C)c(=O)c3ccccc23)cc1OC	2	11	1	18	1	-6	7	13	-1	2	5
8	COc1cc2c(cc1OC)CN(C(=O)c1cc(COc3ccccc3SC)on1)CC2	-4	-64	8	-19	-12	-33	1	-31	-9	-20	-13
9	CCOC(=O)N1CCN(C(=O)C2CC(c3ccc(F)cc3)=NO2)CC1 (stereo not drawn)	-4	8	2	6	1	-2	-2	-5	-20	5	-10
10	CCCCc1nnc(NC(=O)c2ccc(S(=O)(=O)N3CCOCC3)cc2)s1	1	7	2	-6	6	-16	-12	-20	-3	-16	-4
11	CCOc1ccc2nc(NC(=O)CN3CCN(C)CC3)sc2c1	-4	-3	-5	-29	-16	-21	13	-51	-102	-1	-8
12	Cc1ccc(S(=O)(=O)N2CCOC23CCN(C(=O)C(=O)NCCC(C)C)CC3)cc1	3	6	-2	-12	-27	13	-16	-2	6	-19	13
13	COc1ccc(C2=Nc3ccccc3N(C(=O)c3cc(Cl)cc(Cl)c3)C2C(=O)NCc2ccccc2)cc1 (stereo not drawn)	.	.	.	.	.	-4	7	-32	.	5	6
14	O=C(Nc1ccc2c(c1)OCO2)c1cnn2cccnc12	-2	14	0	-19	-80	-104	12	-63	-94	-50	5
15	CC(=O)c1c(C(C)=O)c(C)n(-c2ccc(O)cc2)c1C	-3	-1	7	9	5	13	-13	2	-16	15	1
16	COc1ccc(-c2csc(NC(=O)c3ccco3)n2)cc1	-26	50	-4	.	-91	-110	-2	-29	-77	-25	-1
17	Cc1ccc(Cl)cc1N1CCN(C(=O)Cn2ccc3ccccc3c2=O)CC1	14	27	4	31	2	-19	24	-12	15	4	6
18	N#Cc1nc(COc2ccc(-c3ccccc3)cc2)oc1NCCCN1CCOCC1	31	40	0	22	16	10	9	17	-10	2	6
19	O=C(Nc1ccc(Oc2ccc(Cl)cc2)cc1)c1ncn[nH]1	-10	-1	-1	-2	-7	-12	10	-15	-10	9	-1
20	O=C1c2ccccc2NC(c2cccc(O)c2)N1Cc1ccco1 (stereo not drawn)	2	6	0	-5	20	9	10	-3	9	3	-3
21	COc1ccc(OC)c(C(=O)c2coc3ccc(OC)cc23)c1	-2	68*	-2	.	-22	8	0	15	0	9	-8
22	O=C(/C=C/NNC(=O)c1ccccc1)c1ccc([N+](=O)[O-])cc1	17	-2	4	-53	-2	-67	50*	-53	-13	-15	0
23	CC(C)(C)c1ccc(-n2nc(C#N)c(Cl)cc2=O)cc1	4	105*	.	89*	8	-1	17	27	-22	32	72*
24	COc1ccc(N2CCN(C(=O)c3ccc(Cn4nc(C)c([N+](=O)[O-])c4C)o3)CC2)cc1	-6	-32	-16	-12	10	-5	-5	11	-8	8	12
25	COc1cc(C(=O)NC2CC(C)(C)NC(C)(C)C2)cc(OC)c1OC	-6	19	-1	-25	-1	0	-1	-16	1	-4	-3
26	CCC(=N\NC(=O)COc1ccccc1OC)/C(CC)=N/NC(=O)COc1ccccc1OC	13	-12	3	-10	6	12	-1	8	3	-2	-1
27	COC(=O)CP(=O)(c1ccccc1)c1ccccc1	7	6	1	.	-3	-18	-1	-6	-34	8	-2
28	Cc1nc(SCC(=O)NC2CCCCC2C)nc(C)c1C (stereo not drawn)	-2	-7	-8	-9	-16	3	-19	-1	-1	-15	-4
29	CCOc1ccc(C(C)NC(=O)c2cccs2)cc1OCC (stereo not drawn)	.	-5	.	-7	-3	10	3	-23	-10	9	6
30	CC(=O)NC1=NN(C(C)=O)C(C)(c2cccs2)S1 (stereo not drawn)	18	15	-4	10	18	32	-3	-11	3	-10	3
31	O=C(Cn1cnc2c(NC(=O)OCc3ccccc3)ncnc21)NCCN1CCOCC1	5	1	-5	-12	-3	11	1	-18	-3	-11	3
32	CS(=O)(=O)c1cnc(-c2ccccc2)nc1-c1ccc(Cl)c(Cl)c1	-2	-6	4	-12	3	8	1	7	10	15	-5
33	Cc1ccc(C)n1NC(=O)c1ccccc1O	-1	18	-2	-8	3	-1	5	-28	-3	13	-2
34	O=C(OCc1csc(Nc2ccccc2)n1)c1ccc(Cl)cc1	-10	-20	2	9	-5	0	1	21	-7	2	2
35	CCc1ccccc1NC(=O)C1CCCN(c2nn3c(=O)cc(C)nc3s2)C1 (stereo not drawn)	1	-9	10	-8	6	4	17	-3	3	11	0
36	OC(C#CCCN1CCCCC1)(c1ccccc1)C1CCCCC1 (stereo not drawn)	2	-7	9	-14	7	11	13	-17	10	1	-1
37	N#CC1(NC(=O)COC(=O)c2cc(=O)[nH]c3ccccc23)CCCCC1	2	-10	1	-12	6	5	-6	-2	-8	21	12
38	CC(=O)c1ccc(N2CCN(C(=O)CCc3ccccc3)CC2)cc1	1	0	8	6	-5	-5	4	-10	4	6	1
39	CN1CCN(S(=O)(=O)c2cccc(S(=O)(=O)c3ccc(Cl)cc3)c2)CC1	10	14	3	9	18	23	-13	10	-15	12	-1
40	Clc1ccc(N2CCN(c3ccnc(Cl)n3)CC2)cc1	4	2	6	7	5	-4	6	3	14	3	9
41	O=C(COc1ccccc1)N(CCc1ccccc1)c1nc(-c2ccc(F)cc2)cs1	16	-17	-13	-21	3	-19	-5	-18	7	-1	-4
42	O=C(c1cnn(-c2ccccc2)c1)c1cc(F)ccc1O	-11	2	4	-16	-71	-86	5	-75	-31	-23	-22
43	COc1cc2[nH]c3c(N4CCN(c5ccccn5)CC4)ncnc3c2cc1OC	-6	73*	-11	38	27	39	19	.	1	.	3
44	CC(=O)N1CCN(c2ccc(NC(=O)c3ccc4ccccc4c3)cc2)CC1	-3	-9	-21	-3	-16	-51	-12	-33	-31	-1	4
45	O=C(CSc1nnc(C2CC2)n1-c1ccccc1)NCCc1ccc(F)cc1	0	9	-7	-3	-2	-4	1	5	-7	4	-3
46	CC(C)C(NC(=O)c1ccc(Cl)cc1Cl)C(=O)N1CCN(S(=O)(=O)c2ccccc2)CC1 (stereo not drawn)	2	27	-1	9	2	-5	12	11	9	10	-6
47	COc1cc(NC(=O)c2cc(CC(C)C)on2)c(OC)cc1Cl	0	-4	-1	-9	-4	11	-1	-1	-61	-7	6
48	Nc1nnc(-c2ccc([N+](=O)[O-])o2)s1	4	38	-8	-6	-10	20	4	8	-16	-4	-8
49	O=C(NCc1ccc(S(=O)(=O)Nc2ccccc2Cl)s1)c1ccccc1	-2	-10	.	9	11	0	-25	-1	-6	14	-11
50	COc1ccc(S(=O)(=O)N2CCCOC2CNC(=O)C(=O)NCCCn2ccnc2)cc1 (stereo not drawn)	-9	0	-2	8	8	-4	-6	12	3	-12	-4
51	CCOC(=O)NC(=O)C(=CNc1cccc(C)c1)C(=O)NC(=O)OCC	3	13	1	-9	7	-2	0	-6	-5	8	-3
52	Cc1ccc(/C=N/NC(=O)Cn2cncn2)cc1	-6	-18	.	-9	2	-10	3	1	-6	10	12
53	CN(Cc1ccco1)C(=O)CN1C(=O)NC2(CCCC2)C1=O	2	11	-1	-22	-9	15	-14	-8	6	0	2
54	S=C(NNc1cccc(Cl)c1)NC1CCCCC1	-6	3	-4	-18	9	11	0	12	-34	18	-1
55	Cc1nc2ccc(Cc3ccc4nc(C)[nH]c4c3)cc2[nH]1	6	13	-6	10	-27	-10	7	27	15	7	-9
56	CCc1ccc(OCC(=O)NC(NC(=S)Nc2ccccc2)C(Cl)(Cl)Cl)cc1 (stereo not drawn)	6	74*	0	53*	14	1	1	1	-4	-14	-10
57	O=C(NCc1ccc(Cl)cc1Cl)c1ccccn1	0	-9	0	-7	2	6	-5	-2	9	12	-1
58	COc1cccc(OCCNc2cc(N3CCCCC3)ccc2[N+](=O)[O-])c1	-18	-13	1	-31	-2	-5	6	-25	3	6	-5
59	O=C1c2ccccc2S(=O)(=O)N1CCOc1ccccc1	-1	10	-2	-26	-12	-34	9	-26	-40	-15	2
60	CCC1CCCCN1CCCNC(=O)C1CCC(CNS(=O)(=O)c2c(C)cc(C)cc2C)CC1 (stereo not drawn)	.	-8	5	-20	12	1	1	-38	-10	2	-8
